Anthrax LF prot: anthrax lethal factor protease inhibition. multiplex microsphere protease cleavage assay, LF. inhibition, % at 10 µM. actives 0.12% (n = 360,000). AID 588501; also: plate controls were buffer without enzyme for full effect and enzyme alone for no effect
BoNT F protease: inhibitors of Botulinum neurotoxin F light chain protease | Multiplex microsphere protease cleavage assay, flow cytometry | inhibition, % at 10 µM | actives 0.22% (n = 360,000); in the data active = inhibition above about 35%, passing the limit was not always enough; inconclusive = no clear call, values can overlap the other calls; also: plate controls were buffer without enzyme for full effect and enzyme alone for no effect
SARS 3CLpro inh: SARS-CoV 3CLpro protease inhibition | actives 0.14% (n = 290,000) | recombinant SARS-CoV 3CLpro, quenched FRET peptide cleavage | AID 1706 | P0C6X7 | inhibition, % at 6 µM; in the data active = inhibition above about 12%
BoNT A protease: blocks Botulinum neurotoxin A light chain protease; multiplex microsphere protease substrate cleavage, flow cytometry; inhibition, % at 10 µM; actives 0.17% (n = 360,000); also: plate controls were buffer without enzyme for full effect and enzyme alone for no effect
PrPC TRFRET: inhibitors of human cell surface prion protein PrPC. TR-FRET read-out. inhibition, % at 13.8 µM. actives 0.43% (n = 370,000); in the data active = inhibition above about 24%; also: 0% = median of the test wells and 100% = reference compound wells
SSB-PriA inh: blocks PriA binding to SSB C-terminal tail. AlphaScreen SSBct-PriA binding, biotinylated peptide. inhibition, % at 33 µM. actives 0.6% (n = 430,000); in the data active = inhibition mostly above about 37%, no sharp cut-off; inactive = mostly below about 20%;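 also: plate controls were negative control peptide for no effect and reference peptide for full effect; strong numbers were not always called active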
VHR inh abs: blocks human VHR1 dual specificity phosphatase | recombinant VHR phosphatase, pNPP absorbance | actives 0.52% (n = 290,000) | inhibition, % at 13.3 µM | AID 1654 | P51452; in the data active = inhibition above about 50%; also: some compounds called inactive have numbers as strong as hits
Target sequence (P51452 whole entry, looked up): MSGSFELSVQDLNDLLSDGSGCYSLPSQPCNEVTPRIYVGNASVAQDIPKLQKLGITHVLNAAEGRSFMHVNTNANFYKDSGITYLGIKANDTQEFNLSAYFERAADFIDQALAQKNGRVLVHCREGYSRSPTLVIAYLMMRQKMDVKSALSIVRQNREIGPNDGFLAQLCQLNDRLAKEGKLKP
CCHF vOTU inh: CCHFV vOTU protease inhibition | Pep-AMC fluorescence | inhibition, % at 11.5 µM | actives 0.55% (n = 370,000); in the data active = inhibition above about 30%; also: 0% = vehicle wells with enzyme and 100% = no enzyme wells
MazF activator: MazEF (E. coli) toxin RNase activation. P0AE70. FAM/BHQ RNA-DNA oligo cleavage fluorescence, 5 h. activation, % at 20 µM. actives 0.32% (n = 350,000); in the data active = activation above about 50%
Target sequence (P0AE70 whole entry, looked up): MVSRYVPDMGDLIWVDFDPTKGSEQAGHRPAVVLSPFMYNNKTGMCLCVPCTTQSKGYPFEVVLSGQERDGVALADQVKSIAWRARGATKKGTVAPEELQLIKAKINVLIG
Rv3671c protease: inhibits the M. tuberculosis serine protease Rv3671c; P9WHR9; inhibition, % at 5.96 µM; actives 0.048% (n = 320,000); AID 2606; in the data active = inhibition above about 38%;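 also: extracellular domain of Rv3671c used as enzyme; 0% = enzyme with DMSO and 100% = no enzyme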
Target sequence (P9WHR9 whole entry, looked up, the tested form may be a part): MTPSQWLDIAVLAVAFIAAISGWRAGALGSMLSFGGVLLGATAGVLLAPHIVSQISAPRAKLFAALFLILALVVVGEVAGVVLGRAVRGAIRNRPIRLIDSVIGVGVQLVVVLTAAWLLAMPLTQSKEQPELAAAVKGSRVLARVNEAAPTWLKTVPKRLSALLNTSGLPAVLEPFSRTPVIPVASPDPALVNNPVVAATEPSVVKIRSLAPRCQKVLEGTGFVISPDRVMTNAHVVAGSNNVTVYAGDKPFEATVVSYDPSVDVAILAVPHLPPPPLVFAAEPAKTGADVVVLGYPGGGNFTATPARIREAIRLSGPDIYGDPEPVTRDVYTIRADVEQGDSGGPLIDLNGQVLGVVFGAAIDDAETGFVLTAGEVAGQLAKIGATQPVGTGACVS
Active calls of the source: *. Rule as the data show it, unless noted: active = inhibition above about 30%; inconclusive = no clear call, values can overlap the other calls; inactive = below that.

Sample of the layout (three entries):
How did CCCCCCOC(=O)Cc1c(C)nc(-c2ccccc2)[nH]c1=O do in these assays?
Anthrax LF prot: 0; BoNT F protease: -5; SARS 3CLpro inh: 4; BoNT A protease: -0.4; PrPC TRFRET: 3; SSB-PriA inh: -5; VHR inh abs: 0; CCHF vOTU inh: -14; MazF activator: 0; Rv3671c protease: 1

How did COc1cccc(-c2nn(-c3ccccc3)cc2CN(C)Cc2ccno2)c1 do in these assays?
Anthrax LF prot: -1; BoNT F protease: 6; SARS 3CLpro inh: -1; BoNT A protease: -0.1; PrPC TRFRET: -8; SSB-PriA inh: -34; VHR inh abs: 13; CCHF vOTU inh: 8; MazF activator: 2; Rv3671c protease: 5

Results for Cn1c(CCNC(=O)c2ccccc2F)nnc1SCC(=O)Nc1ccccc1F ?
Anthrax LF prot: 2; BoNT F protease: -1; SARS 3CLpro inh: -2; BoNT A protease: -0.3; PrPC TRFRET: -3; SSB-PriA inh: -4; VHR inh abs: 22; CCHF vOTU inh: -7; MazF activator: -3; Rv3671c protease: 11

Results, from the first entry:
How did CCCCCCOC(=O)Cc1c(C)nc(-c2ccccc2)[nH]c1=O do in these assays?
Anthrax LF prot: 0; BoNT F protease: -5; SARS 3CLpro inh: 4; BoNT A protease: -0.4; PrPC TRFRET: 3; SSB-PriA inh: -5; VHR inh abs: 0; CCHF vOTU inh: -14; MazF activator: 0; Rv3671c protease: 1

How did COc1cccc(-c2nn(-c3ccccc3)cc2CN(C)Cc2ccno2)c1 do in these assays?
Anthrax LF prot: -1; BoNT F protease: 6; SARS 3CLpro inh: -1; BoNT A protease: -0.1; PrPC TRFRET: -8; SSB-PriA inh: -34; VHR inh abs: 13; CCHF vOTU inh: 8; MazF activator: 2; Rv3671c protease: 5

Results for Cn1c(CCNC(=O)c2ccccc2F)nnc1SCC(=O)Nc1ccccc1F ?
Anthrax LF prot: 2; BoNT F protease: -1; SARS 3CLpro inh: -2; BoNT A protease: -0.3; PrPC TRFRET: -3; SSB-PriA inh: -4; VHR inh abs: 22; CCHF vOTU inh: -7; MazF activator: -3; Rv3671c protease: 11

What do the screens show for `Cc1ccc(/C=N/NC(=O)c2ccccc2OCc2ccc(F)cc2)o1`?
Anthrax LF prot: -1; BoNT F protease: 2; SARS 3CLpro inh: 0; BoNT A protease: -0.7; PrPC TRFRET: 4; VHR inh abs: 46; CCHF vOTU inh: 18; MazF activator: -1; Rv3671c protease: -7

Results for Cc1ccc(C(=O)COC(=O)CNC(=O)c2ccccc2)s1 ?
Anthrax LF prot: -5; BoNT F protease: 7; BoNT A protease: 0.3; PrPC TRFRET: -6; SSB-PriA inh: -7; CCHF vOTU inh: 3; MazF activator: 3; Rv3671c protease: -8

How did COc1cccc2c1Oc1ncccc1N(C(=O)CCC(=O)NCc1ccccc1F)C2 do in these assays?
Anthrax LF prot: 1; BoNT F protease: -3; SARS 3CLpro inh: -1; BoNT A protease: -1.2; PrPC TRFRET: 2; SSB-PriA inh: -9; VHR inh abs: -18; CCHF vOTU inh: -10; MazF activator: 10; Rv3671c protease: 1

What do the screens show for `Cc1ccc(C)c(OCc2nnc(NC(=O)c3ccco3)s2)c1`?
Anthrax LF prot: -5; BoNT F protease: inconclusive; SARS 3CLpro inh: 4; BoNT A protease: 1.0; PrPC TRFRET: -7; SSB-PriA inh: -9; VHR inh abs: -6; CCHF vOTU inh: -4; MazF activator: 5; Rv3671c protease: -4

Results for CCOC(=O)C(C)Oc1ccc2c(CC)cc(=O)oc2c1C (centres undefined) ?
Anthrax LF prot: -1; BoNT F protease: 2; SARS 3CLpro inh: 3; BoNT A protease: 0.0; PrPC TRFRET: 2; SSB-PriA inh: -20; VHR inh abs: -2; CCHF vOTU inh: 3; MazF activator: 4; Rv3671c protease: 4

What do the screens show for `Cc1nn(C2CCCO2)c(=O)nc1N` (centres undefined)?
SARS 3CLpro inh: -1; PrPC TRFRET: 4; VHR inh abs: -11; CCHF vOTU inh: 10; Rv3671c protease: 6

What do the screens show for `CCOc1ccc(NC(=S)NNC(=O)c2cc(Br)ccc2Cl)cc1`?
Anthrax LF prot: -2; BoNT F protease: -6; SARS 3CLpro inh: 6; BoNT A protease: -0.8; PrPC TRFRET: 1; SSB-PriA inh: -3; VHR inh abs: -6; CCHF vOTU inh: 12; MazF activator: 4; Rv3671c protease: 6

What do the screens show for `O=C(CCc1ccccc1Cl)Nc1cc2c(cc1C(=O)O)OCCCO2`?
Anthrax LF prot: 2; BoNT F protease: -12; BoNT A protease: 0.2; PrPC TRFRET: -4; SSB-PriA inh: -11; CCHF vOTU inh: 0; MazF activator: 8; Rv3671c protease: -6

What do the screens show for `Cc1ccc(-c2nc(CS(=O)(=O)CC(=O)NC3CCCCCC3)c(C)o2)cc1`?
Anthrax LF prot: -3; BoNT F protease: -5; SARS 3CLpro inh: 9; BoNT A protease: -0.3; PrPC TRFRET: -4; SSB-PriA inh: -8; VHR inh abs: 39; CCHF vOTU inh: -5; MazF activator: 0; Rv3671c protease: -22

Results for O=C(CSc1nc(=O)n2ccccc2n1)N1CCC(Cc2ccccc2)CC1 ?
Anthrax LF prot: 0; BoNT F protease: 1; BoNT A protease: 1.7; PrPC TRFRET: -2; SSB-PriA inh: 6; CCHF vOTU inh: 5; MazF activator: 2; Rv3671c protease: -4

Results for N#C/C(C(=O)N1CCOCC1)=C1/SC(Cc2ccccc2)C(=O)N1c1ccccc1 (centres undefined) ?
Anthrax LF prot: -1; BoNT F protease: -29; SARS 3CLpro inh: 4; BoNT A protease: -0.6; PrPC TRFRET: -2; SSB-PriA inh: 1; VHR inh abs: 12; CCHF vOTU inh: 8; MazF activator: -9; Rv3671c protease: -4

Results for CC(C)c1nnc(NC(=O)C2CCCN2S(=O)(=O)c2ccc(Cl)cc2)s1 (centres undefined) ?
Anthrax LF prot: 0; BoNT F protease: 3; SARS 3CLpro inh: 3; BoNT A protease: 0.2; PrPC TRFRET: 1; SSB-PriA inh: -14; VHR inh abs: 8; CCHF vOTU inh: 0; MazF activator: -2; Rv3671c protease: 0

How did CCc1ccccc1OCC(=O)NNCC(=O)Nc1cccc(C#N)c1 do in these assays?
Anthrax LF prot: 0; BoNT F protease: -4; BoNT A protease: 0.1; PrPC TRFRET: -7; SSB-PriA inh: -15; CCHF vOTU inh: 0; MazF activator: -1; Rv3671c protease: -9

How did COC(=O)c1ccccc1NS(=O)(=O)c1ccc(O)c(C(=O)O)c1 do in these assays?
Anthrax LF prot: 0; BoNT F protease: -7; SARS 3CLpro inh: 4; BoNT A protease: -0.5; PrPC TRFRET: -4; SSB-PriA inh: -10; VHR inh abs: 14; CCHF vOTU inh: -11; MazF activator: -8; Rv3671c protease: 3

Results for COc1ccc(-n2c(=S)[nH]c3ccccc32)cc1 ?
Anthrax LF prot: -2; BoNT F protease: -10; SARS 3CLpro inh: -3; BoNT A protease: 3.9; PrPC TRFRET: 3; SSB-PriA inh: -7; VHR inh abs: 4; CCHF vOTU inh: 7; MazF activator: 13; Rv3671c protease: -30

Results for COc1ccc(C(=O)OC(C)C(=O)NC(C)CCc2ccccc2)cc1OC (centres undefined) ?
Anthrax LF prot: 4; BoNT F protease: inconclusive; SARS 3CLpro inh: -3; BoNT A protease: 0.4; PrPC TRFRET: -1; SSB-PriA inh: -5; VHR inh abs: 5; CCHF vOTU inh: -1; MazF activator: 3; Rv3671c protease: -3

How did CCC(=O)Nc1c(-c2ccccc2)c(=O)c2ccccc2n1C do in these assays?
Anthrax LF prot: -6; BoNT F protease: inconclusive; SARS 3CLpro inh: 3; BoNT A protease: inconclusive; PrPC TRFRET: -2; SSB-PriA inh: -4; VHR inh abs: -1; CCHF vOTU inh: -8; MazF activator: -1; Rv3671c protease: 3

What do the screens show for `O=C(CCCl)Nc1nnc(SCC(=O)NC2CCCC2)s1`?
Anthrax LF prot: -1; BoNT F protease: 0; SARS 3CLpro inh: -2; BoNT A protease: -0.1; PrPC TRFRET: -6; SSB-PriA inh: 8; VHR inh abs: 19; CCHF vOTU inh: 14; MazF activator: 8; Rv3671c protease: -2

What do the screens show for `O=S1(=O)CCC(NC(=S)NC2CCS(=O)(=O)C2)C1` (centres undefined)?
Anthrax LF prot: -2; BoNT F protease: -10; SARS 3CLpro inh: 4; BoNT A protease: -1.4; PrPC TRFRET: 0; SSB-PriA inh: 2; VHR inh abs: -4; CCHF vOTU inh: -3; MazF activator: 2; Rv3671c protease: 1

How did O=C(c1ccc2c(=O)n3c(nc2c1)CCCCC3)N1CCN(c2cccc(Cl)c2)CC1 do in these assays?
Anthrax LF prot: -7; BoNT F protease: 4; SARS 3CLpro inh: 5; BoNT A protease: 0.0; PrPC TRFRET: -9; SSB-PriA inh: 3; VHR inh abs: -6; CCHF vOTU inh: 13; MazF activator: -4; Rv3671c protease: -2

What do the screens show for `CSc1ccc(CN(C)C(=O)CCNS(=O)(=O)c2ccc(C)c(C)c2)cc1`?
Anthrax LF prot: -4; BoNT F protease: -3; BoNT A protease: -2.1; PrPC TRFRET: 4; SSB-PriA inh: -9; CCHF vOTU inh: 12; MazF activator: 1; Rv3671c protease: 2

How did CC1([N+](=O)[O-])COP(=O)(NC2CCCC2)OC1 (centres undefined) do in these assays?
Anthrax LF prot: 0; BoNT F protease: 4; BoNT A protease: -0.2; PrPC TRFRET: 7; SSB-PriA inh: -6; CCHF vOTU inh: 5; MazF activator: 4

How did CCCCCCCCC[n+]1cccc2c3ccccc3ccc21 do in these assays?
Anthrax LF prot: 5; BoNT F protease: -5; SARS 3CLpro inh: 1; BoNT A protease: 0.4; SSB-PriA inh: -28; VHR inh abs: 7; MazF activator: 21; Rv3671c protease: -12

What do the screens show for `CC(=O)c1cc(O)c2ccccc2c1O`?
Anthrax LF prot: -10; BoNT F protease: -10; SARS 3CLpro inh: 1; BoNT A protease: -1.6; PrPC TRFRET: -11; SSB-PriA inh: -2; VHR inh abs: 24; CCHF vOTU inh: 37*; MazF activator: 30; Rv3671c protease: -41

How did C[C@@H]1Cc2[nH][nH]c(=O)c2[C@H](C)O1 do in these assays?
Anthrax LF prot: 3; BoNT F protease: -2; BoNT A protease: -0.5; PrPC TRFRET: 3; CCHF vOTU inh: -4

How did COC(=O)c1cccc(S(=O)(=O)N(Cc2ccco2)Cc2cc3cc(OC)ccc3[nH]c2=O)c1 do in these assays?
Anthrax LF prot: -5; BoNT F protease: -8; SARS 3CLpro inh: -6; BoNT A protease: -0.9; PrPC TRFRET: -1; SSB-PriA inh: 0; VHR inh abs: 14; CCHF vOTU inh: -10; MazF activator: 22; Rv3671c protease: -9

Results for CC(C)(C)c1cc(/C=N/NC(=O)C[n+]2ccccc2)cc(C(C)(C)C)c1O ?
Anthrax LF prot: -3; BoNT F protease: 8; SARS 3CLpro inh: -3; BoNT A protease: 0.3; PrPC TRFRET: 5; VHR inh abs: 13; CCHF vOTU inh: -13; MazF activator: 9; Rv3671c protease: 7

How did Cc1nc2c(c3c1[nH]c1ccccc13)C(=O)CC(C)(C)C2 do in these assays?
Anthrax LF prot: 2; BoNT F protease: 5; SARS 3CLpro inh: 0; BoNT A protease: 0.8; PrPC TRFRET: -4; SSB-PriA inh: -26; VHR inh abs: 10; CCHF vOTU inh: 5; MazF activator: 3; Rv3671c protease: -4

How did O=C(NCc1cccc(Cl)c1)c1ccc(-c2ccc(F)c(F)c2)c2ccoc12 do in these assays?
Anthrax LF prot: -9; BoNT F protease: -9; BoNT A protease: -0.8; PrPC TRFRET: 3; CCHF vOTU inh: 1

How did CCC(C)N(C(=O)CSc1ccc(NC(C)=O)cc1)C1CCS(=O)(=O)C1 (centres undefined) do in these assays?
Anthrax LF prot: 4; BoNT F protease: 2; SARS 3CLpro inh: -10; BoNT A protease: -0.3; PrPC TRFRET: 5; SSB-PriA inh: -8; VHR inh abs: 16; CCHF vOTU inh: -5; MazF activator: 12; Rv3671c protease: 1

How did COc1ccc(CCNC(=O)c2noc(C)c2[N+](=O)[O-])cc1OC do in these assays?
Anthrax LF prot: 0; BoNT F protease: 18; SARS 3CLpro inh: -5; BoNT A protease: -1.5; PrPC TRFRET: -10; SSB-PriA inh: 8; VHR inh abs: 27; CCHF vOTU inh: -5; MazF activator: 0; Rv3671c protease: 3

Screening data (PubChem)

These rows are one share of the data; count on the stated rates, not on these rows.
